# Screening data deposited in PubChem BioAssay by Sanford-Burnham Center for Chemical Genomics.
# TIM10 inh: growth inhibitors of TIM10 yeast strain; S. cerevisiae TIM10 strain growth, BacTiter-Glo luminescence, 24 h; inhibition, % at 10 µM; actives 1.4% (n = 330,000); AID 463195;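 active = inhibition of 40% or more at the single tested concentration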;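 also: wild-type TIM10 isogenic control strain grown at permissive 25 °C; 0% = DMSO yeast wells and 100% = minimal medium wells without yeast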
# tim10-1 inh: tim10-1 yeast growth inhibition. S. cerevisiae tim10-1 ts strain growth, BacTiter-Glo, 24 h. inhibition, % at 20 µM. actives 2.2% (n = 330,000);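 active = inhibition of at least 40%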;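 also: mutant grown at 25 °C; 0% = DMSO wells with yeast and 100% = wells holding no yeast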
# APJ agonist: APJ receptor agonism; activation, % at 20 µM; AID 2520; CHO-K1 APJ PathHunter beta-arrestin, luminescence; 0% DMSO wells, 100% apelin; actives 0.11% (n = 330,000);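 active = activation more than six SD over the plate average, tested at 20 µM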;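 also: 0% = DMSO alone and 100% = apelin-13 at 10 nM; some results filed as inactive read as strong as hits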
#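 Assay system: engineered CHO-K1 APJ arrestin reporter cells; Amount: 1000 CHO-K1 reporter cells seeded per well; Dosing: one dose, 20 µM compound, 1% DMSO; Times: compound stimulation 90 min at 25 °C, detection 60 min; Measured by: luminescent beta-gal fragment complementation, chemiluminescent substrate; Read-out: APJ–arrestin association signal; Controls: DMSO vs Apelin-13 10 nM.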
# Mdm2 MdmX PPI: disrupts the human Mdm2-MdmX interaction; actives 3% (n = 330,000); O15151+Q00987; inhibition, % at 8 µM; SaOS-2 split-luciferase Mdm2/MdmX complementation, luminescence;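 active = inhibition of at least 50% at 8 µM in the primary screen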
# Target sequence (O15151 whole entry, looked up): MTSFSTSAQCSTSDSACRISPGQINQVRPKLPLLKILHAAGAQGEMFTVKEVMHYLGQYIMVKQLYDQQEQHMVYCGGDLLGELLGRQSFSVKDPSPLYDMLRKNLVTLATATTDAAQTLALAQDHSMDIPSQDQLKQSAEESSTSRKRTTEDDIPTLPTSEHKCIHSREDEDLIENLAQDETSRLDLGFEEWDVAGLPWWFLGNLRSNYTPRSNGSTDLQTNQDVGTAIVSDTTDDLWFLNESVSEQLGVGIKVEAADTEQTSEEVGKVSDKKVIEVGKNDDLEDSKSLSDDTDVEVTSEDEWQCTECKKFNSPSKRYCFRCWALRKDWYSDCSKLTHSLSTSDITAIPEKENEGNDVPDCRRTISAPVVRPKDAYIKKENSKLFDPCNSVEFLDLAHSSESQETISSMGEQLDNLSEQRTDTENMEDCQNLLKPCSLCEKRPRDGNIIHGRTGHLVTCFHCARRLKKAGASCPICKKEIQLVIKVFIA
# Target sequence (Q00987 whole entry, looked up): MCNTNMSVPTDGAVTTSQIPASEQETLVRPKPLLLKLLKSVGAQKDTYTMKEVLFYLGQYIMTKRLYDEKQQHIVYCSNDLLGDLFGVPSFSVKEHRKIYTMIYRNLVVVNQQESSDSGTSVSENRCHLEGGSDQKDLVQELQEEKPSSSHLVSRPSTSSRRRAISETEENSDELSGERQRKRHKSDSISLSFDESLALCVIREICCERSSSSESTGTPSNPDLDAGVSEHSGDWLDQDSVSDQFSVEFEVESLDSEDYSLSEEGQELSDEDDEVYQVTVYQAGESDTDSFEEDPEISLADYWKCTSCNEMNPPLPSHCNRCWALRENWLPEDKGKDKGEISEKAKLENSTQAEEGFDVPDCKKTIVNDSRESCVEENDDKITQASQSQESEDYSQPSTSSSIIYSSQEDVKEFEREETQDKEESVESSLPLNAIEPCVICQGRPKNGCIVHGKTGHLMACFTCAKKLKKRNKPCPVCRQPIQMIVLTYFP
# NR3A LBD binder: modulators (binders) of human NR3A ligand-binding domain | Tm shift relative to glycine control, % at 25 µM | actives 2.5% (n = 340,000) | NR3A LBD differential scanning fluorimetry, Tm shift; 0% = protein alone, 100% = glycine-bound protein | AID 1259313;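 active = melting temperature shift of at least 10% of the positive control shift, at one fixed dose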
# UPR XBP1 act: adaptive UPR (XBP1) activation; CHO-XBP1 luciferase reporter, IRE1-XBP1 UPR activation, luminescence; percent of tunicamycin response, DMSO as zero; activation, % at 20 µM; actives 0.33% (n = 330,000); AID 463104;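 active = versus positive control, 20 µM dose yields 30% or more activation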;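 also: 100% = tunicamycin at 10 µg/mL and 0% = DMSO only wells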
#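 Material: CHO cell line with stable XBP1 luciferase reporter; buffer or medium: F12 medium containing 10% fetal bovine serum; compound: single point, 20 µM final compound, 1% DMSO; incubation: 6 h treatment, 37 °C; measured by: glow luminescence from Steady-Glo reagent; evaluation: activation, % of tunicamycin; control set: tunicamycin high, DMSO low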
# UPR CHOP act: activators of apoptotic arm of unfolded protein response (CHOP) | CHO-CHOP luciferase reporter, UPR activation, luminescence; percent of tunicamycin response over DMSO baseline | activation, % at 10 µM | actives 0.34% (n = 330,000) | AID 449763;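 active = at 10 µM dose, activation of 40% or more, normalized to positive control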;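 also: 100% = tunicamycin at 10 µg/mL and 0% = DMSO alone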
#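 Dosing – one dose, 10 µM in 0.5% DMSO · System – CHO-CHOP cells, stable luciferase reporter of PERK-eIF2a-CHOP signalling · Input – 500 cells/well · Control set – tunicamycin 10 µg/mL final as positive, DMSO-only wells as negative · Timing – 6 h compound treatment, 37 °C · Measure – % activation vs tunicamycin · Technique – luminescence read with Steady-Glo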
# NLRP3 yeast inh: NALP3 inhibition in yeast; Yeast reconstituted NLRP3/ASC/caspase-1, beta-gal luminescence, 24 h; inhibition, % at 10 µM; actives 0.39% (n = 330,000); AID 2825;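 active = inhibition of 50% or more; inactive = inhibition below 50%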;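 also: plate controls were induced DMSO wells for no effect and uninduced yeast grown without galactose for full effect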
# tim23-1 inh: growth inhibitors of tim23-1 mutant yeast; AID 463212; actives 1.3% (n = 330,000); S. cerevisiae tim23-1 growth, BacTiter-Glo luminescence, 24 h; inhibition, % at 20 µM;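 active = growth inhibition of the mutant yeast at or above 50%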;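 also: temperature-sensitive mutant grown at 25 °C; plate controls were DMSO-treated mutant yeast for no effect and medium wells lacking yeast for full effect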
# An asterisk follows results filed as active; . = no result given.
SMILES,TIM10 inh,tim10-1 inh,APJ agonist,Mdm2 MdmX PPI,NR3A LBD binder,UPR XBP1 act,UPR CHOP act,NLRP3 yeast inh,tim23-1 inh
CC1CC(C)(C)NC(=S)N1CCC(=O)NCc1ccc(Cl)cc1 (centres undefined),4,7,0,8,-2,-1,-0.9,17,10
Cc1c(C=Nc2ccc(S(=O)(=O)N(C)C)cc2)c(O)[nH]c(=O)c1C#N,-11,2,4,6,3,-1,-1.5,-2,-2
CC(NC(=S)NCc1ccccc1)C12CC3CC(CC(C3)C1)C2 (centres undefined),14,14,3,12,-2,-2,0.3,32,21
COc1ccc(C2CC(c3ccc4ccccc4c3OC(C)=O)=NN2C(=O)/C=C/c2ccccc2)cc1 (centres undefined),14,16,-2,29,2,4,-0.3,-18,19
Cc1cccc(C)c1NC(=S)Nc1c(C)n(C)n(-c2ccccc2)c1=O,2,0,-2,9,1,2,-0.1,6,14
CSc1ncccc1C(=O)Nc1cccc(C)n1,-5,-12,-2,4,0,-2,-1.4,6,-4
C=CCOn1c(=O)c(-c2cccs2)[n+]([O-])c2ccccc21,41*,53*,1,13,1,2,0.0,-15,61*
COc1ccc(OCC(O)CN2CCCC2)cc1 (centres undefined),4,-17,0,3,-1,-1,2.6,7,0
CCOc1ccc(NC(=O)CN2CCN(C(=O)C3CCCO3)CC2)cc1 (centres undefined),8,4,1,25,-2,-2,4.2,15,5
Cn1c(=O)c(Sc2ccccc2)c(O)c2ccccc21,2,-14,-7,-11,4,-1,1.4,-13,2
Cc1ccccc1CC(=O)Nc1ccon1,8,2,0,-17,3,0,3.4,11,9
O=C(N/N=C/c1ccsc1)c1ccc2c(c1)OCO2,23,1,-3,-54,-1,-1,4.6,18,13
CN(C)/C=C/C(=O)c1ccc(F)cc1,-2,20,-2,-26,-2,1,-0.2,7,6
CCCCn1c(N)c(N(CC)C(=O)c2ccccc2C)c(=O)[nH]c1=O,-13,-11,0,2,-1,-5,0.5,10,6
COc1ccc(CNC(=O)CSCc2ccccc2Cl)cc1,-11,12,-1,-12,-1,-1,1.7,35,23
C=CCN=C1SC(C)C(=O)N1S(=O)(=O)c1ccccc1 (centres undefined),-4,11,-1,-1,1,-3,-1.2,2,9
COc1cccc(/C=N/NC(=O)c2ccc(-n3cnnn3)cc2)c1,-5,-14,1,4,-19,4,1.8,26,-3
CCN(CC)C(=O)c1[nH]cnc1C(=O)Nc1ccon1,2,6,-1,-30,1,-4,1.8,14,23
O=C(NCc1ccncc1)/C(=N/O)c1ccccc1,11,-7,-1,-21,7,0,-0.8,12,11
COc1ccc2[nH]c3c(c2c1)CCN1C(=O)C(CC(=O)NCCCN(C)C)C[C@H](C(=O)N(C(C)C)C(C)C)[C@@]31C (some centres undefined),-12,-2,.,16,2,2,2.5,.,17
CN(C)C1(CNC(=O)C2CCN(S(=O)(=O)c3cccc(C(F)(F)F)c3)CC2)CCCCC1,1,-17,8,4,2,-2,2.7,-7,-1
CC(C)NCC(O)c1ccc(O)c(O)c1 (centres undefined),2,8,-1,17,-2,-8,-0.9,0,9
CCSc1nnc(NC(=O)c2csc3c2CCCC3)s1,11,7,-4,23,2,6,3.1,-4,-8
COc1ccc(CN2CC(=O)N(c3cc(Cl)ccc3OC)C2=S)cc1OC,10,-8,4,-15,2,-4,0.5,10,8
CC(=O)N1c2ccc(S(=O)(=O)NCCC(=O)NCc3ccc(F)cc3)cc2CC1C (centres undefined),-7,3,-3,-4,-1,-1,-0.6,4,1

# New compounds follow
SMILES,TIM10 inh,tim10-1 inh,APJ agonist,Mdm2 MdmX PPI,NR3A LBD binder,UPR XBP1 act,UPR CHOP act,NLRP3 yeast inh,tim23-1 inh
O=C(CCn1c(SCC(=O)c2ccccc2)nc2ccccc2c1=O)NCc1ccc(F)cc1,4,22,-2,19,-3,0,0.4,-11,27
COc1ccccc1C(=O)NC(=O)COC(=O)C1CC1C (centres undefined),1,4,-2,-11,-2,0,5.1,12,3
COC(=O)CNC(=O)CNC(=O)Nc1ccccc1,3,9,0,15,-1,2,-1.5,-4,-8
COc1cc(C(C)=O)ccc1Oc1ncnc2c1cnn2-c1ccc(F)cc1,-3,0,2,-14,1,1,9.8,11,0
Oc1ccc2ccccc2c1C1Nc2cccc3cccc(c23)N1,50*,57*,2,26,3,-1,0.7,34,50*
Cc1ccc(CNCCC2=CCCCC2)cc1,3,-12,-4,10,-2,1,2.9,10,-11
COc1ccc2[nH]c(=O)c(CNc3ccccc3C)cc2c1,-4,6,-1,-48,0,2,3.9,-14,7
Cc1cc(C(=O)COc2ccc(F)cc2Br)c(C)n1C,9,17,0,15,0,-1,1.4,35,10
Cc1ccc(N(CC(=O)N2CCN(C3CCCCC3)CC2)S(=O)(=O)c2cccnc2)cc1,-4,6,-4,18,-2,-1,-0.7,10,14
CCOC(=O)C(=NC(C)C)NNc1cc(Cl)ccc1Cl,2,28,-4,2,-5,0,0.2,9,27
Cc1c2cnn(CC(=O)NCCCN3CC(C)CC(C)C3)c(=O)c2c(C)n1Cc1ccc(Cl)cc1 (centres undefined),0,-4,-4,30,-1,-2,-0.3,6,-17
CC1=C/C(=C\c2ccc3c(c2)OCO3)C(=O)S1,46*,48*,-3,-3,3,0,0.6,-9,53*
O=C(O)c1cc(Cl)c2c(c1)OCO2,13,-9,-2,-33,0,-3,2.0,5,13
Cc1nc(NC(=O)c2cc(-n3cnnc3)ccc2Cl)ccc1Br,0,10,-4,1,2,-1,-0.9,6,16
Cc1nc(C(F)(F)F)ccc1C(=O)Nc1ccccc1N1CCOCC1,-3,-4,3,-11,-1,-4,-0.2,7,-5
N=C1C(=O)OCC1c1cc(Cl)ccc1NC(=O)Nc1ccccc1 (centres undefined),-5,-4,0,9,1,2,1.8,18,16
CC1CN(C(=O)c2c(Br)cnn2C)CC(C)O1 (centres undefined),-8,1,0,4,-9,-1,-0.4,-5,-4
O=C(NC1CCN(C(=O)Nc2ccccc2Cl)CC1)c1ccccc1,-12,6,-3,-20,-1,3,1.4,-1,1
C=CCOc1ccc(/C=C/C(=O)OCC(=O)NCC2CCCO2)cc1 (centres undefined),15,7,3,-20,2,-2,2.2,11,15
c1ccc(Cn2cc(-c3ccccc3)cn2)cc1,2,-4,-2,-11,-1,0,4.1,32,12
CCOc1ccc(C(=O)N/N=C/c2cccc3cccnc23)cc1,17,28,-3,29,-4,1,0.0,1,40
COC(=O)c1cc(OC)c(OC)cc1NC(=O)c1c(-c2ccccc2Cl)noc1C,25,30,-3,22,0,2,1.2,17,32
CC1CCN(C(=O)c2cc(Cl)ccc2NC(=O)c2ccco2)CC1,-6,-38,-1,0,-1,1,0.3,2,13
O=C(CCC(=O)NNC(=O)c1ccc([N+](=O)[O-])cc1)NCc1ccccc1,-8,-13,3,-1,-4,-2,-1.4,12,3
CCCOc1ccc(C2c3c(oc4ccccc4c3=O)C(=O)N2CCN(CC)CC)cc1OC (centres undefined),-2,8,-2,22,-6,-1,0.0,-6,1

# Given with each value named: part of the list above.
compound: O=C(O)c1cc(Cl)c2c(c1)OCO2
  TIM10 inh: 13; tim10-1 inh: -9; APJ agonist: -2; Mdm2 MdmX PPI: -33; NR3A LBD binder: 0; UPR XBP1 act: -3; UPR CHOP act: 2.0; NLRP3 yeast inh: 5; tim23-1 inh: 13
compound: Cc1nc(NC(=O)c2cc(-n3cnnc3)ccc2Cl)ccc1Br
  TIM10 inh: 0; tim10-1 inh: 10; APJ agonist: -4; Mdm2 MdmX PPI: 1; NR3A LBD binder: 2; UPR XBP1 act: -1; UPR CHOP act: -0.9; NLRP3 yeast inh: 6; tim23-1 inh: 16
compound: Cc1nc(C(F)(F)F)ccc1C(=O)Nc1ccccc1N1CCOCC1
  TIM10 inh: -3; tim10-1 inh: -4; APJ agonist: 3; Mdm2 MdmX PPI: -11; NR3A LBD binder: -1; UPR XBP1 act: -4; UPR CHOP act: -0.2; NLRP3 yeast inh: 7; tim23-1 inh: -5

# Following part
SMILES,TIM10 inh,tim10-1 inh,APJ agonist,Mdm2 MdmX PPI,NR3A LBD binder,UPR XBP1 act,UPR CHOP act,NLRP3 yeast inh,tim23-1 inh
O=C(Cc1n[nH]c(=O)c2ccccc12)N/N=C/c1cc2c(cc1Cl)OCO2,-9,-2,1,-33,-1,-4,0.0,9,-3
O=C(Nc1ccccc1)Nc1nc(-c2ccc(Cl)cc2)cs1,-11,7,-2,-7,-8,-1,1.9,-5,6
Cc1ccc(NC(=O)C2CCN(S(C)(=O)=O)CC2)cc1Cl,-4,-4,0,16,-5,-3,-0.2,13,13
CCc1ccc(-c2cc(C(=O)O)c3ccccc3n2)s1,12,17,-2,-40,4,-2,2.1,-13,13
CCN(CC)c1ccc(NC(=S)NC(=O)Cc2ccccc2)cc1,20,34,1,-2,3,-2,-2.3,35,41
Cc1ccc2nc(C)c(C(=O)N/N=C/c3cccs3)n2c1,19,32,-2,0,-1,2,-1.1,0,11
O=C1COc2cc(ccc2[N+](=O)[O-])Oc2ccc(cc2Cl)C(=O)CCCCO1,7,6,5,-29,0,-2,0.1,22,10
O=C(CCN1C(=O)/C(=C/c2ccc(F)cc2)SC1=S)Nc1cccnc1,2,-12,1,16,0,-6,0.6,7,3
CCOc1ccc(N2C(=O)CC(NCCNc3ccc(C(=O)c4cccs4)cc3)C2=O)cc1 (centres undefined),4,5,0,8,-3,-1,-0.9,17,6
CC1(C)CC(NC(=O)c2cc(S(=O)(=O)N3CCCCC3)ccc2Cl)CC(C)(C)N1,-10,-17,-1,10,-2,-1,-0.1,1,-11
CN(C)C(=O)c1ccc(NC(=O)CN2CCc3cc4c(cc3C2)OCCCO4)cc1,-1,13,-3,29,2,-3,-1.6,9,5
COc1ccc2oc(=O)c(NC(=O)C3CCCCC3)cc2c1,-4,6,0,-8,0,4,1.7,33,13
Cc1ccc(C(=O)NNC(=O)CCC(=O)NCc2ccccc2)cc1Br,-8,-27,6,5,1,1,-1.3,15,1
Cc1ccc2sc(N(CCCN(C)C)C(=O)c3nc4ccccc4s3)nc2c1C,4,27,-1,22,-1,17,3.2,6,20
COc1ccc(C)cc1S(=O)(=O)NCC(c1ccc2c(c1)OCO2)N1CCN(C)CC1 (centres undefined),-1,-14,3,-2,-1,-3,0.5,12,-24
Cc1ccc2oc(=O)c3cnn(CC(=O)N(Cc4ccco4)C4CCCCC4)c3c2c1,14,19,-5,16,2,-2,0.3,3,19
CCn1c(SCC(=O)NCCOc2ccccc2)nc2ccccc2c1=O,-49,-25,-6,11,0,-3,1.4,3,-37
CCCCN(CC)C(=O)Cc1c(C(=O)O)[nH]c2ccc(Cl)cc12,-9,-9,1,10,-3,-6,0.6,4,2
CCCCN(C)C(=O)c1c[nH]c2ccc(S(=O)(=O)N3CCOCC3)cc2c1=O,11,0,1,-2,0,-2,-0.5,15,9
CCCCn1c(SCC(N)=O)nnc1-c1cc(OC)c(OC)c(OC)c1,7,-1,2,-12,.,1,0.1,3,-2
CCOc1ccc(OCCCCN(C)C)cc1,-2,-4,-1,5,1,1,1.9,5,-4
CCOC(=O)CN1C(=O)N[C@@H](c2cccc(C(F)(F)F)c2)C(C(=O)OC)=C1C,6,8,5,10,1,-2,-0.1,7,13
